UBC13 inh: inhibitors of human UBC13 polyubiquitin chain formation; TR-FRET; inhibition, % at 20 µM; 330,000 compounds, 0.47% hits; AID 485273; in the data active means inhibition above about 45%, passing the limit was not always enough
Target sequence (P61088 whole entry, looked up): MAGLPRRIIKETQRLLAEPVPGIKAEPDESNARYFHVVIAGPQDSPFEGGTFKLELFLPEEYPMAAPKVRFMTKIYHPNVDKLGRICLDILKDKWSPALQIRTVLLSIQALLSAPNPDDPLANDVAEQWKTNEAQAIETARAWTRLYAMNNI
ATG4B inhibitor: ATG4B (human) cysteine protease inhibition | ATG4B cleavage of LC3-PLA2, NBD-HPC fluorescence, 1 h | Q9Y4P1 | 340,000 compounds, 0.51% hits | inhibition, % at 8.33 µM; in the data active means inhibition above about 40%
CXCR6 block: CXCR6 (human) receptor inhibition | AID 602244 | inhibition, % at 20 µM | O00574 | CHO-K1 PathHunter CXCR6 beta-arrestin, luminescence | 360,000 compounds, 0.36% hits; in the data active means inhibition above about 34%, passing the limit was not always enough;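 further: antagonist mode with CXCL16 agonist at 10 nM final; 0% = 10 nM CXCL16 with DMSO and 100% = unstimulated wells without agonist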
Target sequence (O00574 whole entry, looked up): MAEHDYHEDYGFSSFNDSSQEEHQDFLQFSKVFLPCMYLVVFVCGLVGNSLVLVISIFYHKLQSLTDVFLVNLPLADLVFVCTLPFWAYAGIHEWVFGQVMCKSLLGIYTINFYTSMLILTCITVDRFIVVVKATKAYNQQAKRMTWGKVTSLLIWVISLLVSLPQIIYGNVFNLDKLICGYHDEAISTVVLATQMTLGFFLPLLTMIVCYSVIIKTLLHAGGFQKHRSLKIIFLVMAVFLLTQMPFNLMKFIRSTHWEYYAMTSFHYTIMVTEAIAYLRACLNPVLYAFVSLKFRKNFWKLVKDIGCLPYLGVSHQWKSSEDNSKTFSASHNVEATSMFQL
APJ antag: blocks the human apelin receptor APJ; P35414; CHO-K1 APJ beta-arrestin complementation, luminescence; inhibition, % at 20 µM; 330,000 compounds, 0.32% hits;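 active means inhibition above about 40% at 20 µM, limit read from the data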;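 further: cells challenged with 10 nM apelin-13 agonist together with compound; plate controls were apelin-13 plus DMSO wells for no effect and DMSO wells lacking apelin-13 for full effect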
Target sequence (P35414 whole entry, looked up): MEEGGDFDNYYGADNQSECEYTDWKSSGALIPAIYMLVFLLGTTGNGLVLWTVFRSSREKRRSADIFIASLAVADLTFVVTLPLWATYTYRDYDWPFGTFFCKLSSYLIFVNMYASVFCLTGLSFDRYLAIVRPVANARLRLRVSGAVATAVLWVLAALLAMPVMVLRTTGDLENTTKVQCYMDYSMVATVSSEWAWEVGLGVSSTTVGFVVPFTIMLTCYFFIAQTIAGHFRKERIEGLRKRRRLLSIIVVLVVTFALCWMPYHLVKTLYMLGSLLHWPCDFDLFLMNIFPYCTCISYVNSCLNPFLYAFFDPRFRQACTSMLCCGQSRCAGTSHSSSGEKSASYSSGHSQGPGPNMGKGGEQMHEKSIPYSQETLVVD
EBI2 antag: blocks human EBI2 receptor beta-arrestin signaling. 360,000 compounds, 0.81% hits. EBI2 beta-arrestin recruitment, luminescence, 7a,25-OHC stimulated. P32249. inhibition, % at 5 µM; in the data active means inhibition above about 38%;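 further: enzyme fragment complementation signal reports receptor beta-arrestin coupling in cells; 0% = agonist plus DMSO wells and 100% = wells without agonist; some results beyond the cut were filed as inactive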
CCR6 antag: antagonists of human CCR6 receptor | CHO-K1 CCR6 PathHunter beta-arrestin, luminescence, CCL20-stimulated | inhibition, % at 20 µM | 340,000 compounds, 0.49% hits;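 active means compounds whose inhibition of the agonist-driven luminescence signal at 20 µM reaches about 50%, limit read from the data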;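 further: cells stimulated with CCL20 at 14 nM final; plate controls were DMSO with CCL20 for no effect and DMSO without agonist for full effect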
APJ ag: activates the human apelin receptor APJ; P35414; CHO-K1 APJ PathHunter beta-arrestin, luminescence; 0% DMSO wells, 100% apelin; activation, % at 20 µM; 330,000 compounds, 0.11% hits; AID 2520;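 active means activation more than six SD over the plate average, tested at 20 µM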;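 further: 0% = DMSO alone and 100% = apelin-13 at 10 nM; some results filed as inactive read as strong as hits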
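assay system = CHO-K1 APJ beta-arrestin complementation cell line | input = cell density 1000 per well | dosing = compound 20 µM once, DMSO 1% | timing = compound 90 min 25 °C, reagent 1 h | measured by = luminescence from split beta-galactosidase complementation, Galacton Star/Emerald II substrate | read-out basis = APJ agonist activity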
Gli-Sufu antag: antagonists of Gli-Sufu signaling. Sufu-KO-LIGHT fibroblasts, Gli luciferase reporter luminescence. inhibition, % at 5 µM. 340,000 compounds, 0.74% hits. AID 588413;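 active means inhibition above about 55%, limit read from the data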;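 further: 0% = DMSO-treated cells and 100% = wells with medium but no cells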
An asterisk follows results filed as active; · = not tested or not shown.

item	mol	UBC13 inh	ATG4B inhibitor	CXCR6 block	APJ antag
1	Clc1ccc(Nc2nc(N3CCOCC3)nc(N3CCOCC3)n2)cc1Cl	11	-6	4	-10
2	COc1ccc(NC(=O)COC(=O)COc2cccc3c2OC(C)(C)C3)cc1	0	-8	0	-11
3	CCN(c1ccccc1)S(=O)(=O)c1ccc(Cl)c(NC(=O)CSc2nncn2C)c1	5	-10	6	21
4	O=C(CCNS(=O)(=O)c1ccccc1C(F)(F)F)N1CCN(C(c2ccccc2)c2ccccc2)CC1	0	-2	4	-6
5	CCOc1cc(-c2nc3ccccc3s2)ccc1O	20	-15	2	5
6	C=CCN(c1ccccc1)S(=O)(=O)c1ccc2c(c1)N(C(C)=O)CCO2	-4	-9	-5	0
7	Cc1ccc(OC(=O)NC2CCS(=O)(=O)C2)cc1C (configuration not stated)	18	15	5	10
8	CC(C)(C)c1cc(C(=O)NCC(=O)OCC(=O)c2cccc([N+](=O)[O-])c2)cc(C(C)(C)C)c1	-4	-5	34	35
9	C=CCOc1ccc2c(c1)CCC1C2CCC2(C)C(O)C(O)CC12 (configuration not stated)	·	-19	5	·
10	Cc1ccc(N(C(=O)Cn2nnc3ccccc32)C(C(=O)NCc2ccco2)c2cccnc2)cc1 (configuration not stated)	-1	-12	9	13

item	EBI2 antag	CCR6 antag	APJ ag	Gli-Sufu antag
1	22	8	-2	29
2	-13	-7	-2	-10
3	-5	7	-5	-1
4	20	13	-4	10
5	-9	1	-3	-5
6	-3	11	-3	-4
7	-5	-8	1	-2
8	-4	57*	-8	-5
9	16	10	·	·
10	5	15	-2	1

Given as a markdown table: ten of the compounds above.
| cpd | structure | UBC13 inh | ATG4B inhibitor | CXCR6 block | APJ antag | EBI2 antag | CCR6 antag | APJ ag | Gli-Sufu antag |
| --- | --- | --- | --- | --- | --- | --- | --- | --- | --- |
| 1 | Clc1ccc(Nc2nc(N3CCOCC3)nc(N3CCOCC3)n2)cc1Cl | 11 | -6 | 4 | -10 | 22 | 8 | -2 | 29 |
| 2 | COc1ccc(NC(=O)COC(=O)COc2cccc3c2OC(C)(C)C3)cc1 | 0 | -8 | 0 | -11 | -13 | -7 | -2 | -10 |
| 3 | CCN(c1ccccc1)S(=O)(=O)c1ccc(Cl)c(NC(=O)CSc2nncn2C)c1 | 5 | -10 | 6 | 21 | -5 | 7 | -5 | -1 |
| 4 | O=C(CCNS(=O)(=O)c1ccccc1C(F)(F)F)N1CCN(C(c2ccccc2)c2ccccc2)CC1 | 0 | -2 | 4 | -6 | 20 | 13 | -4 | 10 |
| 5 | CCOc1cc(-c2nc3ccccc3s2)ccc1O | 20 | -15 | 2 | 5 | -9 | 1 | -3 | -5 |
| 6 | C=CCN(c1ccccc1)S(=O)(=O)c1ccc2c(c1)N(C(C)=O)CCO2 | -4 | -9 | -5 | 0 | -3 | 11 | -3 | -4 |
| 7 | Cc1ccc(OC(=O)NC2CCS(=O)(=O)C2)cc1C (configuration not stated) | 18 | 15 | 5 | 10 | -5 | -8 | 1 | -2 |
| 8 | CC(C)(C)c1cc(C(=O)NCC(=O)OCC(=O)c2cccc([N+](=O)[O-])c2)cc(C(C)(C)C)c1 | -4 | -5 | 34 | 35 | -4 | 57* | -8 | -5 |
| 9 | C=CCOc1ccc2c(c1)CCC1C2CCC2(C)C(O)C(O)CC12 (configuration not stated) | · | -19 | 5 | · | 16 | 10 | · | · |
| 10 | Cc1ccc(N(C(=O)Cn2nnc3ccccc32)C(C(=O)NCc2ccco2)c2cccnc2)cc1 (configuration not stated) | -1 | -12 | 9 | 13 | 5 | 15 | -2 | 1 |

The list goes on:
item	mol	UBC13 inh	ATG4B inhibitor	CXCR6 block	APJ antag
11	CCOC(=O)c1ccccc1NC(=O)COC(=O)CCCOc1ccccc1	-6	-1	1	-55
12	COc1ccccc1N1CCN(CC(O)c2ccccc2)CC1 (configuration not stated)	-4	7	-12	-1
13	Cc1ccc(-n2c3c(cc(C(=O)NCc4ccco4)c2=O)C(=O)CC(C)(C)C3)cc1	-4	-13	-1	24
14	Cc1ccc(NC(=O)CC(C(=O)O)c2ccccc2)cc1 (configuration not stated)	-3	6	-6	5
15	Cc1ccc(OCc2nc(-c3ccccn3)no2)c(Br)c1	-2	8	0	-13
16	C=CCn1cc(C(=O)OC)c(=O)c2cc(S(=O)(=O)N3CCCCCC3)ccc21	-7	6	-6	0
17	CCC(C)(C)C(=O)Nc1ncc(S(=O)(=O)c2ccc([N+](=O)[O-])cc2)s1	-16	-12	-8	-33
18	CCOc1cccc(C(=O)NC(=S)Nc2ccccc2)c1	-6	-1	9	12
19	O=C1Cc2ccccc2Sc2ccc(O)cc21	51*	-10	-5	-15
20	N#Cc1cc([N+](=O)[O-])cnc1NCC(O)CO (configuration not stated)	3	0	0	3

item	EBI2 antag	CCR6 antag	APJ ag	Gli-Sufu antag
11	1	3	-3	-5
12	4	-5	-1	-4
13	2	-44	-2	-17
14	-5	-8	-1	-2
15	-24	-6	14	-79
16	3	5	-3	15
17	-10	-3	3	-7
18	5	29	-3	-72
19	1	-13	-1	-6
20	-2	-2	-1	1

Additional compounds follow.
item	mol	UBC13 inh	ATG4B inhibitor	CXCR6 block	APJ antag
21	COc1ccc(CCNC(=O)C(=O)NCC2OCCN2S(=O)(=O)c2ccc(OC)c(OC)c2)cc1OC (configuration not stated)	-15	-15	1	-2
22	CC(C)NS(=O)(=O)c1ccc(NC(=O)C(C)Oc2ccc(C(=O)c3ccccc3)cc2)cc1 (configuration not stated)	11	-4	4	-13
23	CCCc1c(C)[nH]c2ccc(C(=O)O)cc2c1=S	·	20	1	·
24	CCOc1ccc(S(=O)(=O)NCc2ccccc2Cl)cc1C(N)=O	6	4	1	-11
25	COc1ccc(CCNC(=O)CCC(=O)c2cccs2)cc1OC	2	1	-10	1
26	O=c1cc(-c2ccccc2F)oc2ccccc12	8	-6	-12	20
27	COc1ccc(-c2noc(C3CCCN(C(=O)c4ccccc4OC)C3)n2)cc1 (configuration not stated)	3	-1	-3	12
28	O=C(c1cccc(F)c1)N1CCN(c2cccc(C(F)(F)F)c2)CC1	6	-7	8	3
29	O=C(OCCc1cc2ccccc2c(=O)o1)c1cccs1	17	12	-7	4
30	COc1cccc(C(=O)NC(=S)Nc2ccc(N(C)C)cc2)c1	10	-1	11	3

item	EBI2 antag	CCR6 antag	APJ ag	Gli-Sufu antag
21	-3	0	-3	3
22	-7	9	2	8
23	-8	1	·	1
24	5	4	1	-29
25	7	0	-2	2
26	-8	6	1	-57
27	1	13	5	10
28	11	10	0	7
29	-5	10	-4	-17
30	24	19	-1	-67

Other structures.
item	mol	UBC13 inh	ATG4B inhibitor	CXCR6 block	APJ antag
31	COc1ccc(CCNC(=O)COC(=O)c2ccc(N3CCCC3=O)cc2)cc1OC	0	-13	3	-1
32	CN(C)C/C(Cl)=C(\Cl)c1ccccc1	1	-2	7	3
33	FC(F)(F)c1cccc(Cc2noc(CN3CCSCC3)n2)c1	-2	-2	8	-12
34	COc1cccc(OCCOc2ccc(/C=C3/SC(=S)NC3=O)cc2)c1	·	-6	6	·
35	CC(C)n1c(=S)[nH]c2cc(Cl)ccc21	5	4	-9	-19
36	COc1ccc(C2c3c(noc3C)CC(C)(O)C2C(C)=O)cc1 (configuration not stated)	7	-3	-12	-13
37	Cc1ccc(-n2nnnc2SCC(=O)Nc2cccc(NC(=O)c3ccco3)c2)cc1C	2	-11	3	3
38	CC(C)(C)n1ncc2c(=O)n(Cc3ccc(Cl)c(Cl)c3)cnc21	2	-3	0	30
39	COc1ccc(C2CC(c3ccc(Cl)cc3)n3nc(N)nc3N2)cc1 (configuration not stated)	14	14	-3	6
40	O=c1nc2n(c3cc(Cl)c(S(=O)(=O)N4CCOCC4)cc13)CCCCC2	-4	2	-6	3

item	EBI2 antag	CCR6 antag	APJ ag	Gli-Sufu antag
31	-2	-5	-2	0
32	-5	31	-2	4
33	-1	1	0	-22
34	0	29	·	-4
35	-8	7	-2	4
36	-12	4	-1	-9
37	-2	9	-2	-3
38	2	6	-1	4
39	2	-4	-2	-23
40	1	-6	-4	3

More entries follow.
item	mol	UBC13 inh	ATG4B inhibitor	CXCR6 block	APJ antag
41	Nc1ncn(C(=O)c2ccco2)n1	2	-3	-4	5
42	COc1ccc(/C=C/c2c([N+](=O)[O-])c(=O)n(C)c(=O)n2C)cc1O	-10	-14	4	10
43	CC(=O)Nc1ccc(NC(=O)c2ccc(CN3CCc4ccccc4C3)cc2)cc1	-6	-1	3	6
44	C/C(CC(=O)NC(C)C)=N\NC(=O)C(c1ccccc1)c1ccccc1	8	-11	-9	-8
45	Cc1ccc(OCC(=O)N2CC(C)OC(C)C2)c([N+](=O)[O-])n1 (configuration not stated)	5	-7	-3	-4
46	CC(C)(C)N(NC(=O)Nc1ccccc1)C(=O)c1ccccc1	-17	2	-3	-19
47	N#C/C(=C\C=C\c1ccccc1)C(=O)NCc1cccnc1	-11	-11	-3	3
48	O=C(CSc1nc2sc3c(c2c(=O)[nH]1)CCCC3)NCCO	-2	-3	0	-49
49	COC(CC(=O)NNC(=S)Nc1ccccc1)OC	3	0	11	19
50	CCOc1cc(/C=C2\SC(=NC)N(C)C2=O)cc(Cl)c1OC(C)=O	-7	6	5	1

item	EBI2 antag	CCR6 antag	APJ ag	Gli-Sufu antag
41	-20	-2	0	7
42	6	8	0	6
43	-7	7	-2	-14
44	-12	3	-1	-6
45	-3	5	3	-9
46	-20	2	-3	-4
47	6	-3	-1	-2
48	-7	-10	-4	4
49	-1	26	-2	-3
50	5	22	-4	-17

Additional structures follow:
item	mol	UBC13 inh	ATG4B inhibitor	CXCR6 block	APJ antag
51	Cc1ccc(SCC(=O)NCC2CCCO2)cc1 (configuration not stated)	2	-6	0	-7
52	CCOC(=O)c1c(S(=O)(=O)NCC(=O)Nc2cccc(C)n2)c(C)n(C)c1C	9	-8	6	16
53	CCOc1cc(/C=C(\C#N)C(=O)Nc2cccc(C(=O)O)c2)ccc1OCc1ccccc1Cl	-22	-1	0	7
54	Cc1cccc(C)c1-n1c(C)cc(/C=N/NC(=O)CSc2ncccn2)c1C	1	7	6	-18
55	CN(C)/N=C/c1ccc(N2CCOCC2)cc1	-6	-8	-3	-11
56	Cc1ccccc1NC(=S)N1CCN(C(=O)c2ccco2)CC1	1	0	4	0
57	CCCOc1ccc(C(=O)Nc2ccc(Cl)cn2)cc1	5	-5	-12	20
58	Cc1ccc(NC(=O)CSCc2cc(=O)n3ccsc3n2)cc1	10	2	4	-4

item	EBI2 antag	CCR6 antag	APJ ag	Gli-Sufu antag
51	-4	6	-3	-5
52	0	11	-5	-5
53	-28	6	0	-12
54	19	-1	-1	7
55	-3	-3	-1	5
56	-10	-8	-3	-11
57	35	14	-5	-96
58	-22	23	-2	32

Source: PubChem
